Assay outcomes from PubChem.
TDP1 cell CPT – qHTS for Inhibitors of human tyrosyl-DNA phosphodiesterase 1 (TDP1): qHTS in cells in presence of CPT; chicken DT40 Tdp1-/-;hTDP1 cells + 20 nM CPT, ATP luminescence, 48 h; 420,000 compounds, 12% hits; AID 686979, 2013; Potency, µM (top dose mostly 46.2 µM), inactives show top-dose activity change, negative = growth inhibition, actives largely listed as inhibitors; note: nearly all actives have a fitted effect of over 55% in size
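Cell growth measured by CellTiter-Glo luminescence after a minimum 48 h, 37 C compound exposure with 20 nM CPT in Tdp1-knockout DT40 cells stably expressing hTDP1, seeded 400/well; qHTS titration format.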
TDP1 cell noCPT – qHTS for Inhibitors of human tyrosyl-DNA phosphodiesterase 1 (TDP1): qHTS in cells in absence of CPT | DT40 Tdp1-/- hTDP1 cells, no CPT, ATP luminescence, 48 h | 420,000 compounds, 15% hits | Potency, µM (highest dose often 46.2 µM), inactives show top-dose activity change, negative = growth inhibition, most hits filed as inhibitors | AID 686978, 2013; note: nearly all actives have a fitted effect of over 55% in size
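Seeded 400 DT40-hTDP1 cells/well (vehicle DMSO, no 20 nM CPT); pinned compounds; ≥48 hr at 37 °C; CellTiter-Glo luminescence as viability measure.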
GCN5L2 inh – qHTS Assay for Inhibitors of GCN5L2 | Histone acetyltransferase KAT2A (Homo sapiens), Q92830 | GCN5L2 HAT assay, ThioGlo1 CoA-SH fluorescence | Potency, µM (doses to about 58.9 µM), inactives show at the top dose activity change, negative = inhibition, usual class: inhibitors | 390,000 compounds, 0.21% hits
Target sequence (Q92830 whole entry, looked up): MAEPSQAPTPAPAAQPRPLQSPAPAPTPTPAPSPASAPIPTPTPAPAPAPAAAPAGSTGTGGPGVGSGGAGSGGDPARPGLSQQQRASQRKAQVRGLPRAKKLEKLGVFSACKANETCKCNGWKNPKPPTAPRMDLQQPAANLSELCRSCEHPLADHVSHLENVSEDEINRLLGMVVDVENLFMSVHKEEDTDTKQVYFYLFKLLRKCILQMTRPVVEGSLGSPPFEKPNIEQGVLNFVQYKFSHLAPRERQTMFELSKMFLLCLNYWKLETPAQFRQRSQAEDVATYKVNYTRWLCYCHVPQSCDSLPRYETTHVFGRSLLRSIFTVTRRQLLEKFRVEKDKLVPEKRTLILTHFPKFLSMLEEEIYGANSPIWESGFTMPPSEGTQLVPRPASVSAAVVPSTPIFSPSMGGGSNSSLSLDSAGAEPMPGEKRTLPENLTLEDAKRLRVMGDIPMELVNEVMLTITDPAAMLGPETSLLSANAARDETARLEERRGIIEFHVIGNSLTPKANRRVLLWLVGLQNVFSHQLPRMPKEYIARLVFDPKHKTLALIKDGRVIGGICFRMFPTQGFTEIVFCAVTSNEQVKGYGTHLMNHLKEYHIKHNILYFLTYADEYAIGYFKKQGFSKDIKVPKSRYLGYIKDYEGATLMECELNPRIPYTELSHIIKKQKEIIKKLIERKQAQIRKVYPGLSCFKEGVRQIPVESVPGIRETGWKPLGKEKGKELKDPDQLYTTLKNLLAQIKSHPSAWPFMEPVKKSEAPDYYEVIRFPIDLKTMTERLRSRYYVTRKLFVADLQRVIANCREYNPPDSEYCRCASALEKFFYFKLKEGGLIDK
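Enzyme at 20nM final was mixed with library compounds for 15 min at room temperature. Peptide H3(1-25) at 75uM, acetyl-CoA at 70uM and ThioGlo1 at 50uM were then added. Plates were read immediately and after 20 min (Ex340nm/Em540nm).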
Starred values were filed as active, the others as inactive; ? = inconclusive; nt = no result given; & = joins results of further samples; [ ] = dose if it differs, or a comment. Calls come from the whole dose curve; as a rule, active = well fitted curve in the direction sought with a large enough effect; inconclusive = small, poorly fitted or top-dose-only effect, or another doubt; inactive = no such curve, though single readings can be large; an effect the other way counts as inactive or inconclusive. % is set by controls: 0 for no effect and ±100 for the full control effect; potency is the fitted concentration of half-maximal effect. Compounds were not picked by outcome. Share with any hit: about 18%.

SMILES	TDP1 cell CPT	TDP1 cell noCPT	GCN5L2 inh
COc1cc(NC(=O)c2ccco2)c(C(=O)OCC(=O)Nc2ncc(Cl)cc2Cl)cc1OC	1.4%	-2.8%	-7.3%
Cn1c(=O)[nH]c(=O)c2c1nc(N1CCCCCC1)n2CCSc1nc2ccccc2o1	-13.6%	-11.4%	-3.2%
CCOC(=O)c1c(C2COc3ccccc3O2)csc1NC(=O)c1ccccc1 (stereo unspecified)	-24.0%	-29.2%	1.0%
Cc1cc(C)n(CCCNC(=O)c2ccc(C)c(S(=O)(=O)N3CCOCC3)c2)n1	-0.2%	-6.1%	-3.4%
Nc1cc(=O)[nH]c(SCC(=O)N2CCCC2)n1	-5.4%	18.8%	0.7%
CCOc1ccc(S(=O)(=O)N(C)CC(=O)NCc2ccc3c(c2)OCO3)cc1	-14.2%	-16.9%	-3.6%
N#Cc1ccccc1NC(=O)COC(=O)CCc1ccc(S(=O)(=O)N2CCCCC2)cc1	-15.2%	-21.8%	-2.5%
CC(C)(C)N1CCC1CN (stereo unspecified)	-3.6%	-2.2%	1.2%
CC1CN(C(C)C)C(C)CC1OC(=O)c1ccccc1 (stereo unspecified)	-2.1%	3.4%	-1.7%
CCN(CC)CCCNC(=O)c1[nH]c(C)c(C(=O)NC2CCCCC2)c1C	-5.5%	0.8%	-6.5%
O=C(OC1CCOC1=O)C1CCN(S(=O)(=O)c2ccc(Cl)c(C(F)(F)F)c2)CC1 (stereo unspecified)	-5.6%	-13.1%	-1.5%
COCc1cc(C)nc(SCC[N+](C)(C)CC(=O)c2ccccc2)c1C#N	-1.5%	-5.0%	1.8%
COc1ccccc1C(=O)NC(=O)COC(=O)CN1C(=O)NC2(CCCCC2C)C1=O (stereo unspecified)	7.8%	-14.9%	-2.4%
Cc1ccc(Cn2cc(CN3CC(N4CCN(Cc5cccc(C)c5)CC4)CS3(=O)=O)nn2)cc1 (stereo unspecified)	?	?	nt
COc1ccc(-n2c(C)cc(/C=C3\C(=O)NN(c4ccccc4)C3=O)c2C)cc1	3.7%	-15.3%	-7.7%
CC1=C(C(=O)N2CCCCCC2)CC(CC(=O)NCCN2CCOCC2)C(=O)N1CCC1=CCCCC1 (stereo unspecified)	4.0%	1.6%	nt
CC(=O)c1c(C)[nH]c(C(=O)Nc2ccc(C)c(C)c2)c1C	-2.8%	-1.6%	2.0%
Cc1ccc(C(=O)Cn2c(C(=O)OCCO)cc3ccccc32)cc1	?	?	-0.1%
CC1CCN(S(=O)(=O)c2ccc(NC(=O)Cn3nnc(-c4ccccc4)n3)cc2)CC1	?	?	-6.3%
Cn1cccc1Cc1nnc(SCC(N)=O)n1-c1ccc(F)cc1	5.9%	-7.1%	-0.6%
CCc1ccccc1N/C(=N\S(=O)(=O)c1ccccc1)C(F)(F)F	-22.0%	-16.5%	-2.9%
CN1CCN(S(=O)(=O)c2ccc(Sc3nc4ccccc4[nH]3)c3nsnc23)CC1	-23.4%	-25.5%	5.2%
C[C@@H]1CCC[C@@]2(O[C@@H](CCO)C[C@@H](O)[C@@H]2O)O1	-4.8%	-19.8%	nt
COc1ccc(CNC(=O)CCS(=O)(=O)c2ccc3c(c2)CC(C)N3C(=O)C2CC2)cc1 (stereo unspecified)	14.6µM*	3.66µM*	-1.6%&2.1%
CC(=O)Oc1ccc(C(c2ccc(OC(C)=O)cc2)c2ccccn2)cc1	?	15µM*	-2.3%

Some of the entries so far, bar-delimited.
structure | TDP1 cell CPT | TDP1 cell noCPT | GCN5L2 inh
COc1cc(NC(=O)c2ccco2)c(C(=O)OCC(=O)Nc2ncc(Cl)cc2Cl)cc1OC | 1.4% | -2.8% | -7.3%
Cn1c(=O)[nH]c(=O)c2c1nc(N1CCCCCC1)n2CCSc1nc2ccccc2o1 | -13.6% | -11.4% | -3.2%
CCOC(=O)c1c(C2COc3ccccc3O2)csc1NC(=O)c1ccccc1 (stereo unspecified) | -24.0% | -29.2% | 1.0%
Cc1cc(C)n(CCCNC(=O)c2ccc(C)c(S(=O)(=O)N3CCOCC3)c2)n1 | -0.2% | -6.1% | -3.4%
Nc1cc(=O)[nH]c(SCC(=O)N2CCCC2)n1 | -5.4% | 18.8% | 0.7%
CCOc1ccc(S(=O)(=O)N(C)CC(=O)NCc2ccc3c(c2)OCO3)cc1 | -14.2% | -16.9% | -3.6%
N#Cc1ccccc1NC(=O)COC(=O)CCc1ccc(S(=O)(=O)N2CCCCC2)cc1 | -15.2% | -21.8% | -2.5%
CC(C)(C)N1CCC1CN (stereo unspecified) | -3.6% | -2.2% | 1.2%
CC1CN(C(C)C)C(C)CC1OC(=O)c1ccccc1 (stereo unspecified) | -2.1% | 3.4% | -1.7%
CCN(CC)CCCNC(=O)c1[nH]c(C)c(C(=O)NC2CCCCC2)c1C | -5.5% | 0.8% | -6.5%
O=C(OC1CCOC1=O)C1CCN(S(=O)(=O)c2ccc(Cl)c(C(F)(F)F)c2)CC1 (stereo unspecified) | -5.6% | -13.1% | -1.5%
COCc1cc(C)nc(SCC[N+](C)(C)CC(=O)c2ccccc2)c1C#N | -1.5% | -5.0% | 1.8%

Later entries.
SMILES	TDP1 cell CPT	TDP1 cell noCPT	GCN5L2 inh
COc1cc(F)ccc1-c1csc(C(C)(O)c2ccc(F)c(F)c2)n1 (stereo unspecified)	?	18.4µM*	nt
CCOC(=O)C1C(=O)C=C(c2cccc(NS(C)(=O)=O)c2)CC1c1ccco1 (stereo unspecified)	?	?	-1.9%
Cc1[nH]c2ccccc2c1C(=O)CSc1nc2ncc(Cl)cc2[nH]1	13µM*	?	-6.1%
C=CCn1c(COc2ccc(CC)cc2)nnc1SCC(=O)N(C)C1CCS(=O)(=O)C1 (stereo unspecified)	2.0%	-0.4%	?
COc1ccc(Oc2ncnc3c2oc2ccc(Br)cc23)cc1	-3.4%	-11.7%	7.7%
Cc1c(-c2ccccc2)[nH]n2c(=O)c3c(nc12)CCCC3	1.1%	-5.3%	-1.4%
COc1ccc(CNC(=O)CNS(=O)(=O)c2ccc(Cl)cc2)cc1	1.7%	-1.8%	0.3%
Cc1cccc(NC(=O)c2n[nH]c([N+](=O)[O-])c2Br)c1C	-11.2%	?	-6.1%
COC(=O)C1(C)CCC(C(=O)Nc2ccccc2)C1(C)C (stereo unspecified)	-9.0%	?	nt
O=S(=O)(c1ccc(F)cc1)N1CCC(N2CCCC2)CC1	-0.8%	0.3%	-4.4%
O=C(N/N=C/c1cc(Cl)cc([N+](=O)[O-])c1O)C(O)(c1ccccc1)c1ccccc1	?	?	-18.1%
COCCCNC(=O)c1ccc(-c2nc(CS(=O)(=O)c3ccc(C)cc3)c(C)o2)cc1	?	16.4µM*	2.9%
NC(=O)c1ccc(NC(=O)CCN2C(=O)c3ccccc3C2=O)cc1	8.3%	-1.1%	2.2%
CCOc1ccc(CN2CCN(C(=O)c3cccc4ccccc34)CC2)cc1	?	?	-2.0%
CCN1CCN(CCNC(=O)c2ccc(/C=C3/Sc4ccccc4N(Cc4cccc(C)c4)C3=O)cc2)CC1	?	?	-2.2%
COc1cccc(CN2CCN(C(c3ccccc3)c3ccccc3)CC2)c1O	?	20.6µM*	-13.1%
O=C(NC12CC3CC(CC(C3)C1)C2)c1ccc(Br)o1	-7.6%	?	-1.6%
Cc1cccc(N2CCN(S(=O)(=O)c3cccc4nonc34)CC2)c1C	?	?	-8.5%
CCOC(=O)c1cnn(CCOC(=O)c2ccc(F)cc2)c1NC(=O)c1ccc(F)cc1	-1.6%	?	-4.6%
COc1ccccc1CNC(=O)C1CCN(C2=NS(=O)(=O)C(c3ccc(C)c(C)c3)=C2C)CC1	16.4µM*	18.4µM*	-3.8%
COC(=O)CNC(=O)C1CCCN1C(=O)CNC(=O)OC(C)(C)C (stereo unspecified)	-12.1%	-21.6%	-1.3%
COc1ccc2c(c1)c1c(c(=O)n(-c3ccc(C)cc3)c(=O)n1CC(=O)NCc1ccc(C)cc1)n2C	7.31µM*	6.51µM*	-7.5%
CSc1nc2ccccc2c(=O)n1C1CCCCC1	?	?	-0.7%
N#Cc1ccccc1NC(=O)COc1ccc2c(c1)OCO2	-13.5%	-21.7%	-3.6%
CCOc1ccc(C(=O)c2cnc3ccccc3c2N2CCN(CC)CC2)cc1	?	-44.6%	-5.5%

More records.
SMILES	TDP1 cell CPT	TDP1 cell noCPT	GCN5L2 inh
CC(C)NC(=O)C1CCCN(S(=O)(=O)c2cccs2)C1 (stereo unspecified)	8.8%	-3.7%	?
O=C(NC1CCCCCC1)C1CCN(C(=O)N2CCOc3ccc(Cl)cc32)CC1	25.9µM*	?	-22.0%
O=C1CC(N2CCN(c3ccc(O)cc3)CC2)C(=O)N1Cc1cccs1 (stereo unspecified)	-12.7%	?	-1.1%
Cc1ccsc1-c1nc(CSCC(=O)NCCN2CCCC2)c(C)o1	-4.9%	4.8%	-8.6%
COc1ccc(N2CCN(C(c3ccccc3OC)c3nnnn3Cc3ccco3)CC2)cc1 (stereo unspecified)	?	?	-6.2%
COc1ccc(S(=O)(=O)N2CCN(CCc3ccccc3)CC2)c(OC)c1	11.3%	?	-27.6%
CCO[C@H]1OC(C(=O)N2CCN(Cc3ccc4c(c3)OCO4)CC2)=C[C@@H](C(C)(C)C)[C@@H]1CCCO	?	?	-2.4%
Cc1occc1C(=O)N/N=C/c1cccc2ccccc12	?	?	-2.1%
O=C(/C=C/c1ccccc1)N1CCN(S(=O)(=O)c2ccc(F)cc2)CC1	1.7%	-17.4%	-11.1%
S=c1nccc(-c2cc(Cl)sc2Cl)[nH]1	-7.8%	-28.0%	25.0%
Cc1noc2ncnc(Oc3ccc4ccccc4c3)c12	-3.7%	-7.3%	0.0%
CCCCCCCCCCCCCCCC(=O)OCCC1CCN(CCCN2c3ccccc3Sc3ccc(S(=O)(=O)N(C)C)cc32)CC1	0.8%	-20.0%	nt
FC(F)(F)c1cccc(-c2ccn3ncnc3n2)c1	-6.2%	-0.3%	-11.1%
O=C(Nc1cccc(Cl)c1)C1CCCN(c2cnccn2)C1 (stereo unspecified)	-16.5%	?	-1.5%
CCCNc1nc2c(c(=O)n(C)c(=O)n2C)n1Cc1ccc(F)cc1	6.51µM*	9.2µM*	-8.8%
COCCOC(=O)C1=C(C)Nc2cc(=O)[nH]c(=O)n2C1c1cccc([N+](=O)[O-])c1 (stereo unspecified)	-23.6%	-10.4%	-2.8%
Cc1c(C(=O)NCc2ccc3c(c2)OCO3)oc2ccc(S(=O)(=O)N3CCCC3)cc12	?	?	-2.5%
Cc1nc2c(c(C)nn2-c2ccccc2)c(C)c1Cl	6.9%	-12.6%	0.5%
Cc1noc(C)c1CSc1ccccc1C(=O)N(C)CC(=O)Nc1cccc(F)c1	-13.4%	-22.0%	-13.3%
O=C(Nc1ccc([N+](=O)[O-])cc1)c1cc(Cl)sc1Cl	?	?	-2.6%
COC(=O)c1ccc(OCC(O)CN(CCO)CCO)cc1 (stereo unspecified)	-8.4%	-14.0%	-3.0%
O=[N+]([O-])c1ccc(N2CCCC2)cc1N1CCCC1	?	?	-7.6%
COc1ccccc1-c1cc(NCc2cccnc2)ncn1	?	?	-6.2%
Cc1cc(C)nc(N2CCC(C(=O)Nc3ccc(Oc4ccccc4)cc3)CC2)n1	5.8µM*	8.2µM*	-2.3%
CC(C)C/C=C1\CCc2c([nH]c3ccccc23)C1=O	32.5%[activator]	-18.0%	-4.7%

(listing goes on)
SMILES	TDP1 cell CPT	TDP1 cell noCPT	GCN5L2 inh
CCCCOc1ccccc1NC(=O)c1ccc(=O)[nH]c1	-11.2%	-3.7%	-0.8%
COc1ccc(C2CC(c3ccc(OC)c(OC)c3)=NN2C(=O)c2ccccc2)cc1 (stereo unspecified)	-25.4%	-21.7%	-2.5%
O=C1/C(=C/c2cccc(F)c2)Oc2cc(O)ccc21	?	?	-10.9%
CC1(CCc2ccccc2)NC(=O)N(CC(=O)Nc2ccccc2C#N)C1=O (stereo unspecified)	-26.2%	-17.5%	-3.0%
CCOC(=O)NC(=O)c1cn(Nc2ncc(Cl)cc2C(F)(F)F)c(=O)[nH]c1=O	14.5%	0.7%	-3.1%
O=S(=O)(c1ccc(F)cc1)N1CCCC1	12.4%	-8.6%	-9.3%
Cc1ccc(S(=O)(=O)N2C[C@H]3C(=O)C[C@@H](c4ccccc4)N(S(=O)(=O)c4ccccc4)[C@H]3C[C@H]2c2ccccc2)cc1	-18.9%	?	nt
O=C(CSc1cccc[n+]1[O-])c1cccs1	?	4.11µM*	-5.4%
COc1ccccc1CNC(=O)COC(=O)c1cccs1	-22.4%	-1.3%	0.0%
COc1ccc2c(c1)sc(=N)n2CC(=O)Nc1cc(C)cc(C)c1	30.2%[activator]	-27.3%	-5.5%
O=C1C(c2ccc(F)cc2)N(CC2COc3ccccc3O2)C(=O)CN1C1CCCCC1 (stereo unspecified)	?	?	-6.1%
